Bioassay records: PubChem BioAssay, several laboratories
TNAP inh no acc = human TNAP enzyme inhibitors, primary screen, biochemical, luminescent, no phosphate acceptor, uHTS. purified TNAP, CDP-star luminescence, 30 min. Alkaline phosphatase, tissue-nonspecific isozyme (Homo sapiens), P05186. 200,000 tested, 0.26% active. AID 1012, 2008. inhibition, % at 20 µM;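 active = tissue-nonspecific alkaline phosphatase inhibition above about 50% at 20 µM in the single-dose screen, limit read from the data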;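 also: 0% = DMSO negative control and 100% = EDTA positive control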
Target sequence (P05186 whole entry, looked up): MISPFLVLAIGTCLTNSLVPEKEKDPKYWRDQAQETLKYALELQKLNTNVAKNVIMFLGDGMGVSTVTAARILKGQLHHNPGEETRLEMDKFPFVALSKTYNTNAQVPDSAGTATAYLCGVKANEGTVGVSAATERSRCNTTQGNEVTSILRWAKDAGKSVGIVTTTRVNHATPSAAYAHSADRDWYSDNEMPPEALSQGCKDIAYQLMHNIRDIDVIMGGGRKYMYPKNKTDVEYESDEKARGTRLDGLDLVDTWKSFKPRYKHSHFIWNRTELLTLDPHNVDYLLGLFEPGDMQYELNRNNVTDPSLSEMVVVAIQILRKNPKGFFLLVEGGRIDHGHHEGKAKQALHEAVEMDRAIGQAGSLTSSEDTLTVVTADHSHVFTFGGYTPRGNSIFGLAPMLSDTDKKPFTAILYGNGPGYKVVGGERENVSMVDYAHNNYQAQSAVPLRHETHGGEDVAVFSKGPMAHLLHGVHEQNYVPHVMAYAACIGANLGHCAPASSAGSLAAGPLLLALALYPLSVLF
TNAP inh hi DEA = human TNAP enzyme inhibitors, primary screen, biochemical, luminescent, high phosphate acceptor level, uHTS. purified TNAP, CDP-star luminescence, 1 M DEA. 200,000 tested, 0.03% active. inhibition, % at 20 µM;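 active = over 50% inhibition of tissue-nonspecific alkaline phosphatase at 20 µM in the single-dose screen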;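 also: plate controls were DMSO wells for no effect and EDTA-quenched wells as full inhibition for full effect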
bIAP inhibitor = bovine intestinal alkaline phosphatase inhibitors, primary screen, selectivity assay for TNAP inhibitor project, biochemical, bovine IAP, CDP-star luminescence; inhibition, % at 20 µM; alkaline phosphatase, intestinal [Bos taurus]; purified bovine IAP, 30 min; 190,000 tested, under 10 active; AID 1019, 2008;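 active = over 50% inhibition of intestinal alkaline phosphatase at 20 µM in the single-dose screen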
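System: Purified bovine intestinal alkaline phosphatase (IAP) enzyme | Input: IAP diluted 1/65,000,000 in the well | Also added: CDP-star chemiluminescent phosphatase substrate, 30 µM final | Dosing: 20 µM single dose | Times: Enzyme reaction for 30 min at room temperature | Detection: Luminescence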
FLuc inh counter = firefly luciferase enzyme inhibitors, primary screen, artefact control for luciferase-based inhibitor screens, biochemical, luminescence, ATPLite. 10 min. inhibition, % at 10 µM. 200,000 tested, 1.5% active;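 active = inhibition above about 50% when tested at 10 µM, limit read from the data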
Target sequence (P08659 whole entry, looked up): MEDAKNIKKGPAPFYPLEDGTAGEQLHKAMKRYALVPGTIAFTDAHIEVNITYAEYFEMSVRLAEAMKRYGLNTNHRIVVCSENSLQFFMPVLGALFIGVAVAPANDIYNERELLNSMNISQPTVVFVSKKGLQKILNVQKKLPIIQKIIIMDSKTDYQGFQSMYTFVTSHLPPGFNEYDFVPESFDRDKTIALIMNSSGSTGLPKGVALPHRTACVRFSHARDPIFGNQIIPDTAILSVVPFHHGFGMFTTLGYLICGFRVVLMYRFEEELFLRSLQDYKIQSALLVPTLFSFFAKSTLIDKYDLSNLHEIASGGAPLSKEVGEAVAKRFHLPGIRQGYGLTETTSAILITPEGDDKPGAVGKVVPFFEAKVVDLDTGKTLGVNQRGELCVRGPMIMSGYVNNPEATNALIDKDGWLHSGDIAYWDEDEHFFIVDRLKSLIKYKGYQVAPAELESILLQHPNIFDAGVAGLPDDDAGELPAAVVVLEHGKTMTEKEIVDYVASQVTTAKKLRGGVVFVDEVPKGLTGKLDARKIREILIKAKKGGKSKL
APP 5UTR inh = inhibitors of APP translation via 5'UTR reporter, primary screen, APP 5'UTR luciferase, SH-SY5Y cells; 190,000 tested, 0.82% active; inhibition, % at 2 µM; SH-SY5Y APP 5'UTR-luciferase reporter, luminescence;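 active = inhibition above a set limit, derived from the sample mean plus 3 SD, cut at about 45% in these data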; also: values of inactives mirror those of a sister screen read the other way
TNAP act hi DEA = TNAP activators at high phosphate acceptor level, primary screen, biochemical, luminescence, uHTS | Alkaline phosphatase, tissue-nonspecific isozyme (Homo sapiens), P05186 | purified TNAP, CDP-star luminescence, 1 M DEA, 30 min; stronger effect = higher value; 0 = EDTA background, 1 = DMSO-only activity | activation factor at 20 µM | 200,000 tested, under 10 active | AID 1136, 2008;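 active = activation factor at least 2 at 20 µM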
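Dosing: 20 µM single point. System: human TNAP. Amount: TNAP 1/800 final. Incubation: 30 min, room temperature. Read-out: TNAP activation factor scaled between EDTA and DMSO control wells. Signal: luminescence from CDP-star hydrolysis. Medium: 1 M DEA, pH 9.8, Mg2+, Zn2+. Control set: EDTA negative control, DMSO positive control.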
RAM network inh = inhibitors of the yeast RAM network, primary screen, dse1pr::URA3 reporter, 5-FOA selection; S. cerevisiae dse1pr::URA3 reporter, 5-FOA growth OD615, 2 d; analog-sensitive cbk1-as2 kinase mutant strain; inhibition, % at 50 µM; 190,000 tested, 1.8% active; AID 868, 2007;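 active = inhibition above a set limit, 3 SD over mean compound inhibition, cut at about 8.4% in these data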;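 also: 0% = DMSO-only wells with no growth and 100% = 10 µM 1-NA-PP1 full growth; inhibition rescues growth on 5-FOA so higher OD means more RAM inhibition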
FLuc act counter = FLuc activators, initial screening, artefact control for FLuc-dependent activation tests, biochemical, ATPlite luminescence; ATPlite luciferase biochemical, 10 min; 0 = ATP-free wells, 1 = DMSO control; activation factor at 10 µM; 200,000 tested, under 10 active;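 active = luciferase activation factor, scaled between plate controls, of at least 2 with compound at 10 µM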
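Material: luciferase plus luciferin reagent, cell-free. Medium: PBS buffer for ATP. Also added: ATP substrate, dispensed from a 10.24 µM working solution in PBS. Doses: test compounds dosed from 2 mM stocks in 100% DMSO. Incubation: 10 min post-reagent at room temperature. Technique: light output (luminescence). Read-out basis: luminescence gain marking luciferase activators.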
bIAP activator = bovine intestinal alkaline phosphatase activators, primary screen, biochemical, bovine IAP, CDP-star luminescence. purified bovine IAP, 30 min; stronger effect = higher value; fold of DMSO-control signal, blank-subtracted. alkaline phosphatase, intestinal [Bos taurus]. activation factor at 20 µM. 200,000 tested, 0.17% active. AID 1016, 2008;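 active = activation factor of 2 or more at 20 µM, a signal rise over negative controls twice the positive control's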
Lmaj promast = Leishmania major promastigote growth inhibition, primary screen | inhibition, % at 10 µM | AID 1063, 2008 | Leishmania major promastigotes, resazurin fluorescence viability | 200,000 tested, 9% active; in the data active = inhibition above about 50%;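 also: promastigotes grown with compound for 44 hours at 28 °C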
Numbers without * were called inactive; . = no result given. An unsorted share of the library; about 13% have a hit in one of these screens.

SMILES	TNAP inh no acc	TNAP inh hi DEA	bIAP inhibitor	FLuc inh counter	APP 5UTR inh	TNAP act hi DEA	RAM network inh	FLuc act counter	bIAP activator	Lmaj promast
COc1ccc(NC(=O)c2ccccc2-c2ccccc2)cc1	-5	1	6	-4	-7	1	4.6	1	0.9	4
O=P(O)(O)COc1ccccc1P(=O)(c1ccccc1)c1ccccc1	-7	0	16	-2	-8	1	0.0	1	0.8	12
CCOC(=O)N/N=C/c1cn(CCCOc2ccc(C)cc2)c2ccccc12	-15	-2	-9	-3	-26	1	4.9	1	1.1	0
CC(=O)N1CCN(C(=O)c2ccc(-n3c(C)ccc3C)cc2)CC1	-4	1	18	-2	-1	1	-0.5	1	0.8	6
Cc1c(C(=O)NCc2ccccn2)oc2ccc(S(=O)(=O)N3CCC4(CC3)OCCO4)cc12	-4	-1	-10	-8	-1	1	1.5	1.1	1.1	-6
COc1cc(C2C(C(N)=O)=C(C)Nc3nc(CCCO)nn32)cc(OC)c1OC (stereo not given)	-18	-8	-2	-6	-19	1.1	1.0	1.1	1	-7
CCCN1C(=O)C2C(C(=O)Nc3cccc(OC)c3)C3C=CC2(O3)C1C(=O)NC1CCCCC1 (stereo not given)	-10	-5	3	-8	-3	1.1	1.8	1.1	1	-7
O=C(NCc1ccncc1)/C(=C\c1ccc(F)cc1)NC(=O)c1ccccc1	-12	-7	14	-5	-9	1.1	0.7	1	0.9	-3
CCOC(=O)/C=C/C(=O)OCC(=O)NC(c1ccccc1)c1ccccc1	6	2	16	-7	-22	1	5.0	1.1	0.8	7
CC1CN(C(=O)c2cn3ccccc3n2)CC(C)O1 (stereo not given)	-3	-6	6	33	-15	1.1	0.0	0.7	0.9	-8
c1ccc(-c2nc(N3CCCCC3)nc3ccccc23)cc1	-46	-13	23	-2	0	1.1	0.0	1	0.8	3
Cc1cccc(-c2noc(C3CCCCC3)n2)c1	-7	-5	-8	30	-30	1.1	-1.3	0.7	1.1	-7
Cc1ccc(NCCC(=O)c2ccc(Cl)c(Cl)c2)cc1	-11	-4	8	-6	-21	1	1.6	1.1	0.9	-1
COC(=O)c1c(N2C(=O)[C@H]3[C@@H](C2=O)[C@]2(C(=O)Nc4ccc(C)cc42)N2CCC[C@@H]32)sc(C)c1C	-7	-4	10	-9	13	1	1.4	1.1	0.9	14
COc1ccc(/C=N/n2c(SC)nnc(C(C)(C)C)c2=O)c(OC)c1	0	1	8	0	16	1	3.4	1	0.9	-2
COc1ccc(/C=C(/NC(=O)c2ccccc2)C(=O)N/N=C/c2cccs2)cc1OC	-11	-5	2	0	-12	1	.	1	1	1
CN(C)c1ccc(CC(=O)c2nc3ccccc3s2)cc1	-13	4	11	2	-92	1	3.4	1	0.9	6
CCOC(=O)c1c(NC(=O)CSc2nc3cccnc3n2C)sc(C(C)=O)c1C	4	1	6	-5	5	1	3.9	1.1	0.9	-4
Cc1ccc(S(=O)(=O)NNC(=O)c2ccncc2)cc1	-20	-4	4	-6	-9	1	0.5	1.1	1	-2
Cc1cc(C)nc(NC(=O)c2ccc(OC(C)C)cc2)n1	-13	10	5	14	18	0.9	0.5	0.9	0.9	0

Reformatted with two lines to a compound: part of the list above.
Every second line gives: TNAP inh no acc	TNAP inh hi DEA	bIAP inhibitor	FLuc inh counter	APP 5UTR inh	TNAP act hi DEA	RAM network inh	FLuc act counter	bIAP activator	Lmaj promast
COC(=O)c1c(N2C(=O)[C@H]3[C@@H](C2=O)[C@]2(C(=O)Nc4ccc(C)cc42)N2CCC[C@@H]32)sc(C)c1C
  -7	-4	10	-9	13	1	1.4	1.1	0.9	14
O=P(O)(O)COc1ccccc1P(=O)(c1ccccc1)c1ccccc1
  -7	0	16	-2	-8	1	0.0	1	0.8	12
Cc1ccc(S(=O)(=O)NNC(=O)c2ccncc2)cc1
  -20	-4	4	-6	-9	1	0.5	1.1	1	-2
COc1cc(C2C(C(N)=O)=C(C)Nc3nc(CCCO)nn32)cc(OC)c1OC (stereo not given)
  -18	-8	-2	-6	-19	1.1	1.0	1.1	1	-7
CCOC(=O)/C=C/C(=O)OCC(=O)NC(c1ccccc1)c1ccccc1
  6	2	16	-7	-22	1	5.0	1.1	0.8	7

Three entries from above, arranged by their value in RAM network inh, lowest first.
Molecule | TNAP inh no acc | TNAP inh hi DEA | bIAP inhibitor | APP 5UTR inh | TNAP act hi DEA | RAM network inh | bIAP activator
CC1CN(C(=O)c2cn3ccccc3n2)CC(C)O1 (stereo not given) | -3 | -6 | 6 | -15 | 1.1 | 0.0 | 0.9
COc1ccc(NC(=O)c2ccccc2-c2ccccc2)cc1 | -5 | 1 | 6 | -7 | 1 | 4.6 | 0.9
CCOC(=O)N/N=C/c1cn(CCCOc2ccc(C)cc2)c2ccccc12 | -15 | -2 | -9 | -26 | 1 | 4.9 | 1.1

Other entries.
SMILES	TNAP inh no acc	TNAP inh hi DEA	bIAP inhibitor	FLuc inh counter	APP 5UTR inh	TNAP act hi DEA	RAM network inh	FLuc act counter	bIAP activator	Lmaj promast
COC(=O)Cc1c(O)ccn(Cc2ccc3c(c2)OCO3)c1=O	-3	-4	-8	-7	5	1	-0.1	1.1	1.1	-6
CCOC(=O)C1=C(C)NC(C)=C(C(=O)OCC)C1C1=COCCO1	-2	0	-14	0	3	1	1.1	1	1.1	-6
Cc1ccc(S(=O)(=O)C2(C(=O)Nc3nccs3)CC2)cc1	-9	0	3	-3	-2	1	-0.7	1	1	-4
CC(C)NC(=S)NC(=O)c1ccc(-c2ccccc2)cc1	-5	6	36	2	7	0.9	8.3	1	0.6	1
O=C(NCc1ccncc1)C1=NN(c2ccccc2)C(=O)CC1	4	-3	-14	-4	-9	1	-0.1	1	1.1	-2
CN(C)c1ccc(NC(=O)c2sc(SCC(=O)Nc3ccc(Br)cc3)nc2N)cc1	-10	-5	11	-4	-5	1.1	8.7*	1	0.9	-2
N#C/C(=C/c1ccc(CNC(=O)C(=O)Nc2cc(Cl)cc(Cl)c2)o1)C(=O)NCc1cccnc1	-25	3	-1	-3	-13	1	8.6*	1	1	-5
CCCNC(=O)c1cc2c(C(F)(F)F)nn(C)c2s1	-11	-7	-1	-4	-28	1.1	0.0	1	1	3
COc1ccc(C2C(=O)N(C3CCCCC3)CC(=O)N2Cc2ccc3c(c2)OCO3)cc1 (stereo not given)	-8	-3	0	-6	-17	1	0.0	1.1	1	91*
Nc1c(Cl)nc(-c2ccccc2)nc1Cl	-10	0	-1	-4	-20	1	0.0	1	1	-8
CCOC(=O)c1c(N)n(CC(C)NC(=O)C2CC2)c2nc3ccccc3nc12 (stereo not given)	-6	-9	-1	-10	3	1.1	0.5	1.1	1	3
O=C(NCc1ccco1)c1cccc(Nc2nc3ccc(Br)cc3[nH]2)c1	-6	0	-12	1	-8	1	-0.5	1	1.1	12
Cc1ccc(C(NC(=O)N2CCCCC2)=C(Cl)Cl)cc1F	14	-4	-6	-10	37	1	-0.2	1.1	1.1	40
COc1cc(C2c3c(-c4ccccc4)n[nH]c3C(=O)N2c2ccc(C(=O)O)cc2)ccc1O (stereo not given)	-3	-4	9	-1	-7	1	1.5	1	0.9	-7
Cc1ccc(/C=C/C(=O)NCc2cccs2)cc1	-2	-8	24	32	0	1.1	1.9	0.7	0.8	20
CC1CCN(c2c(NCc3ccc(C(=O)N4CCN(C5CCCCC5)CC4)cc3)c(=O)c2=O)CC1	-6	0	11	-2	7	1	0.6	1	0.9	5
Cc1nnc(SCC(=O)NNC(=O)C(C)C)[nH]c1=O	-2	-2	38	-2	5	1	0.5	1	0.6	-5
COc1ccc(S(=O)(=O)NCCOc2ccccc2)cc1-n1cnnn1	-1	4	-2	-1	4	1	2.7	1	1	-5
O=C(c1ccccc1)C(Nc1ccccn1)c1ccccc1 (stereo not given)	-11	-7	14	-1	8	1.1	-0.6	1	0.9	27
CC(C)c1nc2oc3ccccc3c(=O)c2c(=O)n1-c1ccccc1	-6	-3	4	-1	-19	1	3.0	1	1	10
Cc1ccc2cc(CCNS(=O)(=O)c3ccc(F)cc3)c(=O)[nH]c2c1C	-6	-4	14	-8	0	1	8.5*	1.1	0.9	2
Cc1ccc(Cl)cc1N1CCN(C(=O)CN(c2ccccc2)S(=O)(=O)N(C)C)CC1	-5	-2	2	-6	-17	1	2.7	1.1	1	18
CCOC(=O)c1[nH]c(C)c(C(=O)NCc2ccco2)c1C	-9	-2	18	-4	-12	1	1.0	1	0.8	-12
Cc1ccc(/C(N)=N/OC(=O)c2cccs2)cc1	7	3	-4	74*	.	1	-0.4	0.3	1	23
CSc1nc2sc3c(c2c2nncn12)CCC3	-14	3	-2	-5	2	1	0.0	1.1	1	7
Cc1sc(NC(=O)c2ccco2)c(C(c2ccc(F)cc2)N2CCN(C)CC2)c1C (stereo not given)	-10	0	-16	0	-11	1	-1.0	1	1.2	51*
COc1ccc(CN2CCn3ncc(C(=O)Nc4cccc(C)c4)c3C2=O)cc1	-7	-3	-3	2	-15	1	2.0	1	1	3
COc1cc(=O)n(C)c2c(O)cccc12	-8	3	-11	-10	-6	1	-0.5	1.1	1.1	-15
C=CCNC(=O)CN1CCC(O)(c2ccc(F)cc2)CC1	-9	-5	0	-3	-7	1	-0.8	1	1	-4
O=C(Nc1ccccc1)c1cc2c(=O)c3ccccc3oc2nc1C(F)(F)F	-8	-4	8	-6	12	1	1.8	1.1	0.9	-1
CCCCCn1cnc2sc(CC)cc2c1=O	-1	-4	-5	18	-66	1	0.1	0.8	1	-7
CN(C)c1ccc(C=Nc2cnn(C)c2C(N)=O)cc1	-6	-1	3	18	11	1	-1.9	0.8	1	-4
Cn1c(=O)[nH]c(=O)c2c1nc(N1CCOCC1)n2CC(O)COc1ccccc1 (stereo not given)	-5	-4	-6	4	4	1	2.0	1	1.1	-3
Cc1sc(NC(=O)COc2cccc(-n3cnnn3)c2)c(C#N)c1C	-1	-11	13	-13	6	1.1	1.2	1.1	0.9	2
COc1cc(OC)c(C2CC(=O)N3CN(c4ccccc4)CSC3=C2C#N)cc1OC (stereo not given)	-7	-1	6	-2	8	1	1.2	1	0.9	6
